# High-throughput results as filed in PubChem.
# M1 antag: human CHRM1 antagonism; P11229; CHO-K1 hM1, Fluo-8 calcium fluorescence, ACh EC80 antagonist; inhibition, % at 3 µM; actives 1.3% (n = 360,000); AID 588852;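 active means percent inhibition above its own plate's cutoff, namely the mean of that plate's compound wells plus 3 SD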;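 further: peak over basal fluorescence ratio during 140 s after agonist addition; 0% = ACh EC80 plus DMSO and 100% = DMSO alone without agonist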
# Target sequence (P11229 whole entry, looked up): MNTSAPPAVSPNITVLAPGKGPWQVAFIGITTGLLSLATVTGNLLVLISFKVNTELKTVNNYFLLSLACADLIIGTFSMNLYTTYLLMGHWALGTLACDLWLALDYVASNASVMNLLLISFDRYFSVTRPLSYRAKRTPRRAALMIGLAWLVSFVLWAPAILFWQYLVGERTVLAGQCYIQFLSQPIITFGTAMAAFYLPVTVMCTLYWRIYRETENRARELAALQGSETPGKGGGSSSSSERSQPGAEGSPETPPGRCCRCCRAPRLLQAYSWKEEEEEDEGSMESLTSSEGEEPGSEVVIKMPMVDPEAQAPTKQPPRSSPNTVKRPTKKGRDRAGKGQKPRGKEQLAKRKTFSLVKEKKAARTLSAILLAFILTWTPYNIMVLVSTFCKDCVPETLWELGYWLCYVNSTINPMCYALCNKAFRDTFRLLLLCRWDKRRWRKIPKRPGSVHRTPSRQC
# M4 ag: CHRM4 agonism in calcium assay. P08173. CHO-K1 hM4/Gqi5, Fluo-8 calcium fluorescence; vehicle 0%, full acetylcholine response 100%. activation, % at 3 µM. actives 0.14% (n = 360,000). AID 624127;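 active means activation above the run mean over all test wells plus 3 SD, cut at about 32% in these data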;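 further: peak over basal fluorescence ratio per well then scaled between controls; 0% = DMSO wells and 100% = acetylcholine at EC100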
# M5 antag: CHRM5 antagonism in calcium assay | AID 624040 | P08912 | actives 0.59% (n = 360,000) | CHO-hM5 cells, Fluo-8 calcium fluorescence, ACh EC80 | inhibition, % at 3 µM;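 active means inhibition above a per-plate cutoff, the mean of that plate's test compounds plus 3 SD, cut at about 27% in these data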;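 further: 0% = acetylcholine EC80 with DMSO and 100% = DMSO without agonist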
# Target sequence (P08912 whole entry, looked up): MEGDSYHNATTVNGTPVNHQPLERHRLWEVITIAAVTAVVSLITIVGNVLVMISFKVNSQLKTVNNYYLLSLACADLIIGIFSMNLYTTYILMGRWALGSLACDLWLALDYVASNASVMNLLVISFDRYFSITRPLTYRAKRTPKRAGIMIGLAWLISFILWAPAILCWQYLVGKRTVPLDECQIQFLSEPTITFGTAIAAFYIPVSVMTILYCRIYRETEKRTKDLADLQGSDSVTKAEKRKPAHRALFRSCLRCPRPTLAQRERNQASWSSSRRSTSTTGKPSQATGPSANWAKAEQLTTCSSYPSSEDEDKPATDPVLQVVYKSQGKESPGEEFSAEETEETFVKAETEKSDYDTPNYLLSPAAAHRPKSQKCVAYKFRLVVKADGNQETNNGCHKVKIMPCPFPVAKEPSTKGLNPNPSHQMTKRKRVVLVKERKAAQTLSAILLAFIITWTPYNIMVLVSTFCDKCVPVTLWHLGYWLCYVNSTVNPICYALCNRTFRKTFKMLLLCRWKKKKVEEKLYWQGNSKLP
# CRFBP-R2 agonist: agonists of human CRF-binding protein/CRF-R2 receptor complex. HEK293 CRF-R2/CRF-BP, calcium dye fluorescence (FLIPR); percent of saturating CRF peptide response. activation, % at 13.2 µM. actives 0.46% (n = 350,000). AID 588473;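 active means activation of at least 50%, plus an integration ratio under a set limit after plate pattern correction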;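 further: plate controls were neutral control wells without compound for no effect and CRF at EC100 for full effect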
# CHRM4 antagonist: blocks acetylcholine activation of human M4 receptor | inhibition, % at 3 µM | actives 0.73% (n = 360,000) | CHO-hM4 cells, ACh EC80, Fluo-8 calcium fluorescence;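 active means inhibition above its plate's cutoff, the mean inhibition of sample wells plus 3 SD, cut at about 27% in these data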;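 further: 0% = acetylcholine EC80 with DMSO and 100% = DMSO without agonist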
# CHRM4 PAM: potentiates acetylcholine response at human M4 receptor | actives 0.4% (n = 360,000) | AID 624126 | CHO-K1 hM4/Gqi5, Fluo-8 calcium fluorescence, ACh EC20; 0% = ACh EC20, 100% = maximal ACh | activation, % at 3 µM;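 active means activation above its plate's cutoff, the mean activation of sample wells plus 3 SD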; further: some results filed as inactive read as strong as hits
# M5 PAM: CHRM5 positive allosteric modulation; actives 0.3% (n = 360,000); activation, % at 3 µM; P08912; CHO-K1 hM5, Fluo-8 calcium, ACh EC20 PAM; 0% = ACh EC20, 100% = ACh EC100;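 active means activation above the run cutoff, the mean activation of all test compounds plus 3 SD, cut at about 18% in these data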
#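 Assay system: CHO-K1 hM5 cells / Incubation: Fluo-8 loading 80 min at 37 °C plus 30 min room temperature / Technique: Fluo-8 calcium dye fluorescence, kinetic read / Repeats: single replicate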
# M5 ag: agonists of human muscarinic M5 receptor (CHRM5); P08912; CHO-K1 hM5 cells, Fluo-8 calcium fluorescence; 0% DMSO wells, 100% maximal acetylcholine response; activation, % at 3 µM; actives 0.19% (n = 360,000); AID 624037;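 active means activation above the run's mean over test compounds plus 3 SD, cut at about 23% in these data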;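 further: signal is peak over basal fluorescence ratio across the kinetic read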
# M1 PAM: human CHRM1 positive allosteric modulation; activation, % at 3 µM; P11229; actives 0.088% (n = 360,000); CHO-K1 hM1, Fluo-8 calcium fluorescence, ACh EC20; 0% = ACh EC20, 100% = maximal ACh; in the data active means activation above about 19%, passing the limit was not always enough
# An asterisk follows results filed as active; · = not tested or not shown.
SMILES	M1 PAM	CHRM4 PAM	M5 antag	M5 PAM	M1 antag	CHRM4 antagonist	M4 ag	M5 ag	CRFBP-R2 agonist
COc1ccc(-c2nnc(CSc3nc4ccccc4c(=O)n3CC(C)C)o2)cc1OC	6	0	-3	1	-4	-4	0	3	1.6
Cc1nn(Cc2ccc(Cl)cc2Cl)c(C)c1NC(=O)NC12CC3CC(CC(C3)C1)C2	-4	-5	-8	2	-7	-8	1	-4	0.4
c1ccc(-c2noc(-c3cccnc3)n2)nc1	5	11	0	3	-7	1	2	-2	-0.4
CCOc1cc(/C=N/NC(=O)c2ccncc2)cc(Br)c1O	3	4	-3	0	-1	-2	0	1	-1.3
Cc1nnsc1C(=O)NC1CCCCC1	-4	4	2	0	-13	0	1	0	-1.6
Cc1ccc(S(=O)(=O)N2CCOCC2)c(C)c1NS(C)(=O)=O	10	14	-2	3	-7	-8	2	-3	9.5
COc1ccc(C(=O)CN2C(=O)NC3(CCCCCC3)C2=O)cc1	15	9	-3	4	-10	-6	4	2	0.6
COc1ccc(-c2nn(-c3ccccc3C)cc2CNCCc2cnc[nH]2)cc1F	-28	-9	9	-10	15	-9	1	-5	-0.3
COc1ccc(Nc2n[nH]c(C)c2[N+](=O)[O-])cc1	4	2	-2	-6	2	-2	2	1	-1.3
O=C(Nc1ccc(S(=O)(=O)NC2=NCCCCC2)cc1)c1ccc(=O)[nH]c1	2	2	0	0	12	2	1	-2	2.6
Cc1ccc(S(=O)(=O)NCC(=O)OCC(=O)NCc2ccc3c(c2)OCO3)cc1	-1	-2	4	-2	0	-5	1	2	1.2
COc1ccc2[nH]c(C(=O)Nc3ccc(F)cc3Br)cc2c1	12	0	12	-1	-10	-1	0	-3	-1.7
CCOc1ccc(NC(=O)CSc2nncc(=O)n2N)cc1	14	6	-3	12	-16	-13	1	-1	1.6
CC(=O)c1ccc(N2CCN(C(=O)Nc3cccc(F)c3)CC2)cc1	1	-6	4	-3	2	-1	9	0	-1.3
OC(COC(c1ccc(F)cc1)c1ccc(F)cc1)CN1CCCC1 (centres undefined)	-5	-4	12	-2	-1	3	1	-6	-0.2
CC1CCC(NC(=O)CC(NC(N)=O)c2ccccc2Cl)CC1 (centres undefined)	6	14	0	0	-13	-7	3	-2	-0.2
Cc1ccc(S(=O)(=O)N(C)CC(=O)N(C)CCOc2ccccc2)cc1	7	0	1	0	-14	2	1	-1	0.8
NC(Cc1ccccc1)c1csc(NC(=O)Nc2ccccc2Oc2ccccc2)n1 (centres undefined)	-2	-6	6	-4	11	15	11	1	·
N#CC1=C(S)N(c2ccccc2)C2(CCCCC2)NC1=O	2	4	-3	-2	-8	0	0	0	-0.7
CCOC(=O)N1CCC(N2Cc3cccc(C(=O)Nc4ccc(OCC)cc4)c3C2=O)CC1	8	3	-7	-1	-4	1	2	-3	-1.8
O=C(CN1CCN(c2cccc(Cl)c2)CC1)Nc1ccc([N+](=O)[O-])cc1C(=O)Nc1ccccc1F	4	3	-2	-3	-3	-3	1	0	-1.3
CCOC(=O)c1sc(=S)n(-c2ccc(F)c(F)c2)c1N	4	12	5	-4	-9	-7	1	-9	-1.1
CC(=O)Oc1ccc(-c2ccc(C(=O)OCC(=O)N(C)CC(=O)Nc3ccccc3Cl)cc2)cc1	-2	1	9	-7	4	-5	15	5	2.4
O=[N+]([O-])c1cccc(-n2nnnc2CN2CCCCCC2)c1	-5	-5	7	-3	20	3	1	-4	-0.4
COc1ccc(C(CNC(=O)CNC(=O)c2cccc(F)c2)N2CCOCC2)cc1 (centres undefined)	6	6	-4	1	-15	-22	0	0	2.0
O=[N+]([O-])c1nccn1CCCCCCN1CCOCC1	-2	0	-1	-1	6	-3	1	-4	·
COc1ccc(CN2CCNC(=O)C2CC(=O)N(C)C2CCCCC2)cc1OC (centres undefined)	7	3	-6	3	-14	-7	1	0	-0.2
COc1cccc(-c2nc(CS(=O)(=O)CC(=O)Nc3ccc(C(C)=O)cc3)c(C)o2)c1	2	-4	7	-6	-7	5	3	-2	-1.3
O=[N+]([O-])c1ccc(Oc2ccc(S(=O)(=O)N3CCCCC3)cc2)cc1	-12	-13	10	-16	15	-6	9	-4	3.6
COC(=O)c1c(C)[nH]c(C(=O)C(C)OC(=O)C2CC(=O)N(CCc3ccccc3)C2)c1C (centres undefined)	-3	0	-3	5	19	-6	3	4	0.0
CC(=O)NS(=O)(=O)c1ccc(N=NN2CCCCC2)cc1	2	-3	4	-3	13	13	1	-1	0.7
C#CCOCCOCCOCCNc1nc(N2CCN(C(=O)Cn3cc(CC(C)O)nn3)CC2)nc(N2CCN(C(=O)Cn3cc(CC(C)O)nn3)CC2)n1 (centres undefined)	14	10	6	4	-14	-1	1	1	-1.1
CN(C(=O)CCc1nc2ccccc2c(=O)[nH]1)C1CCS(=O)(=O)C1 (centres undefined)	10	5	6	-3	-11	-6	1	2	-0.5
CC(=O)Nc1ccc(S(=O)(=O)Oc2ccc(C(=S)N3CCC(O)CC3)cc2)cc1	-1	-6	9	-9	-11	-14	3	-3	1.8
Cc1cccc(C)c1NC(=O)COC(=O)CNC(=O)C1CCCCC1	9	7	-5	-2	-8	7	1	2	0.3
C=CCNC(=O)COC(=O)c1cc(S(=O)(=O)N2CCCCC2)ccc1Cl	8	-6	-4	-1	-8	-6	2	2	-2.3
Cc1ccccc1Cn1c(=O)n(-c2ccccc2)c(=O)c2ccc(C(=O)NCc3ccco3)cc21	6	3	-4	2	-12	-10	0	1	·
O=C(Nc1ccc(F)c(Cl)c1)c1ccc2c(c1)OCO2	6	-1	-14	6	-18	-5	2	-7	1.2
CCCCSc1nc(C)[nH]c1[N+](=O)[O-]	2	6	-7	2	17	-1	0	1	0.4
COc1cccc(/C=C/C(=O)Nc2cccc(C(C)=O)c2)c1OC	0	-10	4	-9	9	-4	12	-2	-1.5
Cc1nn(-c2ccccc2)c(C)c1/C=N/NC(=O)c1cc(O)cc(O)c1	-2	-4	11	-10	4	1	12	1	-0.4
Cc1cccc(NC(=S)Nn2cnnc2)c1C	3	4	-7	-6	-4	2	1	-3	0.6
S=C(Nc1ccc(Cl)cc1)N1CCOCC1	6	6	-4	12	-25	-3	2	-2	1.4
C=CCN(CC=C)C(=O)C(=O)c1ccn(-c2c(C)csc2C(=O)OC)c1	8	-1	-6	-3	3	-5	2	1	2.5
COCCn1c(=S)[nH]c2sc3c(c2c1=O)CCC(C)C3 (centres undefined)	8	-4	2	3	-12	-5	0	0	-2.8
CCOc1ccc(CCNC(=O)CSc2n[nH]c(N)n2)cc1OCC	1	-7	30*	-8	0	13	0	-3	-1.3
CSc1nc(N)c(NC(=O)c2ccc(Br)o2)c(=O)[nH]1	5	5	-3	-2	-3	-7	1	-3	0.4
Cc1ccc(Cc2c(-c3ccc(Cl)cc3)nc3cc(C)ccn23)cc1	16	3	4	-2	-15	-5	-1	-2	2.5
N#Cc1cccc(-n2nnnc2-c2ccccn2)c1	4	3	-5	-11	-9	-1	0	-6	-0.6
Cc1cc(C(=O)N/N=C/c2ccc(-c3cccc([N+](=O)[O-])c3)o2)n[nH]1	7	-5	4	0	-6	3	2	-2	0.8

# Entries of single compounds from above. Values in the order: M1 PAM	CHRM4 PAM	M5 antag	M5 PAM	M1 antag	CHRM4 antagonist	M4 ag	M5 ag	CRFBP-R2 agonist
# S=C(Nc1ccc(Cl)cc1)N1CCOCC1 in the list: 6	6	-4	12	-25	-3	2	-2	1.4
# COc1cccc(-c2nc(CS(=O)(=O)CC(=O)Nc3ccc(C(C)=O)cc3)c(C)o2)c1 in the list: 2	-4	7	-6	-7	5	3	-2	-1.3
# CC(=O)Nc1ccc(S(=O)(=O)Oc2ccc(C(=S)N3CCC(O)CC3)cc2)cc1 in the list: -1	-6	9	-9	-11	-14	3	-3	1.8
# C=CCNC(=O)COC(=O)c1cc(S(=O)(=O)N2CCCCC2)ccc1Cl in the list: 8	-6	-4	-1	-8	-6	2	2	-2.3

# The listing continues.
SMILES	M1 PAM	CHRM4 PAM	M5 antag	M5 PAM	M1 antag	CHRM4 antagonist	M4 ag	M5 ag	CRFBP-R2 agonist
COc1ccc(NC(=O)COC(=O)c2ccc(S(=O)(=O)N3CCCC3)cc2)cc1OC	-1	-1	4	-2	-1	2	0	1	-0.4
Cc1ccc2[nH]c(CN3CCC(CO)(CC4CCCCO4)CC3)c(C)c2c1 (centres undefined)	6	-1	0	5	-4	6	3	-3	2.0
O=c1[nH]c(CN2CCN(C/C=C/c3ccccc3)CC2)nc2ccccc12	3	2	1	0	-1	-11	3	-2	-3.9
CCCNS(=O)(=O)c1ccc(CCC(=O)N2CCCC2)cc1	13	2	12	2	-2	-4	1	0	-2.1
COc1ccc(COCC(O)CN(Cc2ccccc2)C(C)C)cc1OC (centres undefined)	5	9	5	-3	0	-15	0	-10	-1.0
CCN(Cc1ccccc1)S(=O)(=O)c1cc2c3c(c1)CCN3C(=O)CC2	3	1	-5	4	1	-17	14	-1	1.1
COc1cc(/C=C/C(=O)Nc2ccc(S(=O)(=O)Nc3onc(C)c3C)cc2)cc(OC)c1OC	14	7	4	12	-8	-1	0	-1	0.2
O=C(NC1CCCCC1)N1CCC(n2c(=O)[nH]c3ccccc32)CC1	7	7	-6	-6	-8	-37	7	1	-2.6
Cc1cc(C)nc(N/N=C/C2=C(N3CCOCC3)C(=C/c3ccccc3)/CC2)n1	-8	-8	8	-9	3	0	5	-1	3.0
COCCCn1c(SCCc2ccccc2)nc2cc(OC)c(OC)cc2c1=N	-16	-18	19	-16	29	14	11	-2	1.6
COc1ccc(N2C(=O)CSC2c2ccncc2)cc1 (centres undefined)	3	-1	-4	5	3	11	-1	-2	-1.9
CC(C)[C@H](NC(=O)[C@@H]1CSC2c3ccccc3C(=O)N21)C(=O)NCC1CCCO1 (some centres undefined)	9	0	16	-6	-8	3	0	-5	-0.6
CN(CC(=O)Nc1c(Cl)cccc1Cl)C(=O)Cc1cccs1	5	8	-2	1	-16	-15	1	-1	1.2
O=C(COC(=O)CNC(=O)c1ccc(Cl)c([N+](=O)[O-])c1)NC(=O)c1ccccc1	-3	5	2	-2	-9	-3	2	0	-0.3
O=[N+]([O-])c1ccc(Sc2n[nH]c(-c3ccc(Cl)cc3Cl)n2)nc1	4	-1	6	4	-5	-10	0	-4	20
O=C(C1CCN(C2CCN(C/C=C/c3ccccc3)CC2)CC1)N1CCOCC1	6	-1	14	-2	-12	-6	1	-5	0.9
Cc1c([N+](=O)[O-])cc(S(=O)(=O)Nc2ccncc2)cc1[N+](=O)[O-]	6	3	7	3	-3	3	1	-3	1.9
CC(=O)c1ccccc1N(C(=O)Cn1nnc2ccccc21)C(C(=O)NCC1CCCO1)c1ccc(N2CCOCC2)cc1 (centres undefined)	11	2	6	3	-6	3	1	0	-0.5
COc1ccc(S(=O)(=O)N(C)Cc2cccs2)cc1Br	14	-7	5	-5	-16	5	1	-3	-0.1
O=C(N/N=C/c1cc2c(cc1[N+](=O)[O-])OCO2)c1ccccn1	0	-4	0	-9	0	1	1	5	-3.3
Cc1cc(C)c(C(N)=O)c(Nc2cccc(Cl)c2C)n1	6	3	7	0	-10	-5	0	-2	-0.7
O=C(CSc1nnc(-c2ccc(O)cc2)o1)N1CCOCC1	3	2	5	-4	-9	0	1	-2	-0.6
